Screening results from PubChem.
PP5 primary: PP5 phosphatase inhibitors, primary screen, biochemical, fluorescence. Serine/threonine-protein phosphatase 5 (Homo sapiens), P53041. actives 0.18% (n = 320,000). inhibition, % at 6.7 µM. purified PP5c, OMFP substrate fluorescence;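 active = inhibition above the campaign's mean inhibition across all tested compounds plus 3 SD, cut at about 9.5% in these data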;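 also: 0% = DMSO only and 100% = 100 µM cantharidin control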
CTSL1 counter: Fasciola hepatica cathepsin L1 inhibitors, primary screen, counter-screen for PFM18AAP inhibitor project, biochemical, QFRET, fluorogenic peptide substrate; AID 1906, 2009; actives 0.49% (n = 300,000); recombinant F. hepatica cathepsin L1, Z-Leu-Arg-MCA fluorescence; inhibition, % at 5.96 µM;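 active = inhibition above the mean of all tested compounds plus 3 SD, set per screening campaign, cut at about 17% in these data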;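 also: 0% = plate median of test compound wells and 100% = 1 µM Z-Phe-Ala-diazomethylketone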
PREPL inh: PREPL enzyme inhibitors, primary screen, biochemical, fluorescence polarization; Prolyl endopeptidase-like (Homo sapiens), Q4J6C6; recombinant PREPL, fluorescence polarization activity-based probe; inhibition, % at 5.96 µM; actives 0.68% (n = 320,000); in the data active = inhibition above about 43%;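 also: 0% = enzyme with DMSO and 100% = wells lacking enzyme; many of its hits are not listed in these tables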
Target sequence (Q4J6C6 whole entry, looked up): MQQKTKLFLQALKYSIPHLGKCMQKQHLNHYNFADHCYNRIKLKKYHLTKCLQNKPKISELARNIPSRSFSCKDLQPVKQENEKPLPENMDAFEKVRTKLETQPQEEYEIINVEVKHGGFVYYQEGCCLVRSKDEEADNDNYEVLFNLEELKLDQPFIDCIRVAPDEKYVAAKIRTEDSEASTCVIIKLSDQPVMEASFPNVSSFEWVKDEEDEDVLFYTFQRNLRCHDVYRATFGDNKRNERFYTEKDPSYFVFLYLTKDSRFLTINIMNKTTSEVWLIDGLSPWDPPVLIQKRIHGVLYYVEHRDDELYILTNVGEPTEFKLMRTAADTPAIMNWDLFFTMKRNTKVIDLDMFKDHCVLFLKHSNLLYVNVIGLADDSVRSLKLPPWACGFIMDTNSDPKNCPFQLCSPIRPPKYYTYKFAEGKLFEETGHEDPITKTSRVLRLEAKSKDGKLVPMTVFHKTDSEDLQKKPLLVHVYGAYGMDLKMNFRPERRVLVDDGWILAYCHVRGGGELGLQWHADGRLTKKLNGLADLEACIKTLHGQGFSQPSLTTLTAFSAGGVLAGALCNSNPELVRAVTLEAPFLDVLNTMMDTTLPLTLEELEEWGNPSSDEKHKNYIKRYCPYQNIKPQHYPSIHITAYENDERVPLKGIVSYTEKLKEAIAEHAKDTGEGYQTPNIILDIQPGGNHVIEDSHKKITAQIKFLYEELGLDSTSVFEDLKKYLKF
LYPLA2 inh: LYPLA2 inhibitors, primary screen, counter-screen for PME1 inhibitor project, biochemical, fluorescence polarization, FP-Rh probe ABPP | AID 2177, 2009 | inhibition, % at 5.9 µM | Acyl-protein thioesterase 2 (Homo sapiens), O95372 | recombinant LYPLA2 | actives 0.38% (n = 320,000);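 active = inhibition above the screen-wide mean plus 3 SD, limit set per campaign, cut at about 26% in these data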;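 also: 0% = LYPLA2 with DMSO and 100% = wells lacking LYPLA2 enzyme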
PP1 counter: PP1-alpha phosphatase inhibitors, primary screen, counter-screen for PP5 inhibitor project, biochemical, fluorescence, OMFP substrate, single point. inhibition, % at 6.7 µM. AID 2235, 2010. Serine/threonine-protein phosphatase PP1-alpha catalytic subunit (Homo sapiens), P62136. actives 0.9% (n = 320,000). purified PP1alpha;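 active = inhibition above the mean inhibition of all tested compounds plus 3 SD, computed separately for each screening campaign, cut at about 15% in these data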
Target sequence (P62136 whole entry, looked up): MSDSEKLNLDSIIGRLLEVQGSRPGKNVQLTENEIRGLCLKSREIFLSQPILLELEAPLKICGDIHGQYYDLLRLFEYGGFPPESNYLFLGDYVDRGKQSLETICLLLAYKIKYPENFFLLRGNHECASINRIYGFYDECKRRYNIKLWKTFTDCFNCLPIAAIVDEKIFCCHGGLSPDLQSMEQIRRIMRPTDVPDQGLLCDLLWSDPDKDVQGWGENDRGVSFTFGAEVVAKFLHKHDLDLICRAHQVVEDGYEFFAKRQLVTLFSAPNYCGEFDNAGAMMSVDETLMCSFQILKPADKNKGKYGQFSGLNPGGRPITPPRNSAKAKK
Efflux pump inh: inhibitors of Candida efflux pumps in yeast, primary screen, S. cerevisiae, Nile Red, multiplex; S. cerevisiae Candida pump triplex; actives 0.44% (n = 330,000); inhibition, % at 10 µM; AID 485275, 2010;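 active = plate passing quality check with inhibition over a set limit, or well fluorescence over plate mean plus 4 SD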;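 also: Nile Red retained in pooled yeast measured as flow cytometry median fluorescence; 0% = buffer negative control and 100% = Enniatin B positive control; higher means more Nile Red kept so more efflux inhibition; some compounds called inactive have numbers as strong as hits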
GASC-1 inh: inhibitors of GASC-1 histone demethylase, primary screen, biochemical, fluorescence, DELFIA europium | Lysine-specific demethylase 4C (Homo sapiens), Q9H3R0 | GST-JMJD2C(1-420) H3K9me3 demethylation | inhibition, % at 2.35 µM | actives 0.069% (n = 330,000);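 active = more than half of a compound's replicate wells show inhibition beyond 50%, single wells judged on their own value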;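 also: signal counts dimethyl H3K9 product captured on neutravidin plate; 0% = median of DMSO wells and 100% = 0.3 times that DMSO median; strong numbers were not always called active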
HCV core dimer: inhibitors of HCV core protein dimerization, primary screen, biochemical, TR-FRET, high-throughput; AID 1899, 2009; actives 0.33% (n = 300,000); TR-FRET GST/Flag-core106 dimerization, 1536-well; inhibition, % at 5 µM;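 active = inhibition above the mean of all tested compounds plus 3 SD, set per screening campaign, cut at about 45% in these data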
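test system = GST/Flag-tagged HCV core106 proteins | probe or stimulus = Eu donor and XL665 acceptor anti-tag antibodies | times = compound-protein-antibody incubation 4 h at 22.5 °C | signal = TR-FRET, excitation 340 nm, emission 617 and 671 nm | measure = percent inhibition of core106 dimerization signal | controls = wells lacking GST-core106 and wells with excess unlabelled core106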
TPT1 inhibitor: Candida albicans TPT1 enzyme inhibitors, primary screen, biochemical, fluorescence polarization; recombinant caTPT1, FP RNA substrate dephosphorylation; inhibition, % at 5 µM; actives 0.81% (n = 300,000);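 active = inhibition above the mean of all tested compounds plus 3 SD, set per screening campaign, cut at about 24% in these data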;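 also: plate controls were DMSO alone for no effect and ferristatin control at 100 nM for full effect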
The depositor's hits bear a star; nt = not tested or not shown; & = joins results of further samples. Some of the compounds tested; the hit share may differ from the screen's.

SMILES	PP5 primary	CTSL1 counter	PREPL inh	LYPLA2 inh	PP1 counter	Efflux pump inh	GASC-1 inh	HCV core dimer	TPT1 inhibitor
COc1cc(S(=O)(=O)NC2CCCCC2C)ccc1-n1cnnn1 (configuration not stated)	-2.5	1	13	0	-3	-0.1	-8	1	-4
CCOC(=O)c1ccc(Oc2nc(NC)nc(Nc3ccccc3)n2)cc1	0.3	-2	-8	-5	4	0.0	4	4	0
C/C(=N\OCC(=O)Nc1ccc(F)c(F)c1F)c1cc2ccccc2o1	-0.6	3	-7	3	1	-5.0	6	-1	-3
O=C(Nc1ccccc1)C1CCCN1S(=O)(=O)c1cccs1 (configuration not stated)	-0.1	-2	8	4	-6	0.0	3	-5	-4
CCNc1nc2cccnc2s1	3.0	-5	8	1	-3	-0.1	-4	-3	-2
CCOC(=O)CN(C(=O)c1snc(C(N)=O)c1N)C(C(=O)NC1CCCCC1)c1ccc(F)cc1 (configuration not stated)	1.8	8	-1	-2	-14	0.0	-1	-15	0
COC(=O)CSc1cccc2c1C(=O)CC2c1ccccc1 (configuration not stated)	0.8	1	-1	3	1	-0.2	-6	-7	-1
CCOC(=O)C1CCCN(C(=O)c2ccco2)C1 (configuration not stated)	-0.5	-2	-6	-2	-1	0.0	29	1	0
COc1ccc(Cn2c(CCC(=O)Nc3ccc(C)cc3)nc3cccnc32)cc1	-0.8	0	18	9	1	0.2	6	-1	-1
O=C(N/N=C/C1CC2C=CC1C2)c1ccccc1O (configuration not stated)	1.7	0	-2	-5	-7	0.3	-1	1	0
O=C(NCc1cc(F)cc(C(F)(F)F)c1)C1CCC(=O)N(C2CCCC2)C1 (configuration not stated)	0.8	3	4	-4	-1	-0.1	-1	5	-1
CCCNC(=O)c1ccccc1N1CCN(CCCCN2C(=O)C3CCCCN3C2=O)CC1 (configuration not stated)	1.1	-1	3	4	-1	-0.1	36	-1	-2
COc1cc(C)c(C)cc1S(=O)(=O)N1CCCCC1c1cccnc1 (configuration not stated)	2.6	0	6	-11	-4	0.2	8	3	2
CC(C)c1c(C(=O)N/N=C/c2ccoc2)nnn1-c1nonc1N	-1.6	-1	32	2	0	0.0	97	-4	-2
Cc1nc2c3ccccc3nc(NNC(=O)CCC(=O)NCCC(C)C)n2n1	-0.6	-1	19	3	2	-0.4	6	-7	-2
COCCCn1c(=O)c2ccccc2n(Cc2cc(C(=O)OC)ccc2OC)c1=O	-4.0	2	-2	-1	-2	0.0	3	-3	4
COc1cccc(CNC(=O)c2cccc(NC(=O)C3=C(C)OCCS3)c2)c1	-1.6	-1	-6	-8	-1	-0.1	-3	10	1
CCOC(=O)c1nn(-c2ccccc2)c(=O)cc1SC(C)CC (configuration not stated)	3.1	-2	16	-4	1	0.4	10	6	-5
COc1ccc(CCNC(=O)c2cccc(S(=O)(=O)N3CCCC3)c2)cc1OC	-0.6	nt	2	1	-1	-0.1	0	nt	nt
CCN(CC)S(=O)(=O)c1ccc2c(c1)nc(CCC(=O)OCC(=O)Nc1c(F)cccc1F)n2C	1.1	-16	0	-4	-2	0.1	-3	3	-1
CC(C)c1ccc2[nH]c3nc(SCC(=O)N4CCOCC4)nnc3c2c1	-0.3	2	15	2	-1	0.5	-4	-1	3
COc1ccc(NC(=O)NNS(=O)(=O)c2ccc(OC)c(OC)c2)c(OC)c1	-2.3	-2	0	4	-4	0.0	-12	0	-1
CCCNC(=O)C1(CC2CC(c3ccccc3)=NO2)CCN(C(=O)C2(C)CC2)CC1 (configuration not stated)	2.4	0	-6	1	-6	0.1	5	-1	-5
Cc1nn(C)cc1CN1CCC(n2nccc2NC(=O)CCCc2ccccc2)CC1	0.6	0	16	-1	-3	0.1	1	-15	1
CC(C)(O)C#Cc1ccc(CN2CCN(Cc3ccsc3)C(CCO)C2)s1 (configuration not stated)	0.5	-1	-3	1	-6	0.0	1	1	3
CSCCNCc1c(C(=O)N2CCOCC2)nc2c(C)cccn12	-0.3	-2	-9	3	-2	0.1	-2	0	5
CCOC(=O)c1c(S(=O)(=O)NC2CCN(C(=O)OCC)CC2)c(C)n(C)c1C	1.2	-4	10	-2	-5	0.1	1	0	2
O=C(CSc1nnc(-c2ccncc2)n1Cc1ccccc1)NCCc1ccccc1	2.1	-1	0	3	-2	-0.3	-1	1	-1
CCn1cc(S(=O)(=O)NCc2ccc(OC)cc2)cn1	-2.1	3	0	-5	-2	0.1	-2	10	1
O=S(=O)(/N=S1/CC=CCN1S(=O)(=O)c1ccccc1)c1ccccc1 (configuration not stated)	5.0	9	2	0	-3	0.1	4	-5	2
COc1cc2nc(C3CCC3)nc(N3CCN(c4ccccn4)CC3)c2cc1OC	4.5	-3	34	5	0	0.1	-3	-3	2
CCOC(=O)c1c(N)n(C2CC(C)(C)NC(C)(C)C2)c2nc3ccccc3nc12	-1.5	2	-2	4	0	0.0	-20	-1	2
O=C(CN1CCN(c2ccccc2F)CC1)NC(=O)NCc1ccccc1	1.1	-2	0	5	-1	-0.1	3	-1	-2
OCCNc1nc(NCc2ccccc2)c2ccccc2n1	1.9	4	-35	2	2	0.1	-7	5	3
CCn1c(SCC(=O)Nc2cc(OC)c(OC)c(OC)c2)nnc1-c1cccs1	3.1	0	-2	5	-4	0.1	5	-3	-1
CCO[C@H]1OC(C(=O)N2CCN(Cc3ccc4c(c3)OCO4)CC2)=C[C@@H](c2ccc(C(F)(F)F)cc2)[C@@H]1CCCO	-5.4	2	40	-6	8	0.0	2	-8	0
COc1ccc(C)c2sc(N(CCCN(C)C)C(=O)c3ccc4c(c3)OCCO4)nc12	-1.2	3	13	6	-3	0.1	2	-6	3
COc1ccc(OCC(=O)NCc2n[nH]c(=O)c3ccccc23)cc1	0.8	-5	-1	5	2	-0.1	-5	-5	-1
CC(C)c1nnc(NC(=O)CCC(=O)NCc2cccs2)s1	1.6	-3	5	-3	-20	0.0	7	-4	2
c1ccc(CCN2CN(CCCN3CCOCC3)c3nc4ccccc4n3C2)cc1	-0.1	2	5	1	-2	0.1	-1	-1	0
O=C1NCCN1CCN1C(=O)c2ccccc2NC1c1ccccc1 (configuration not stated)	-1.7	2	0	4	2	-0.1	-3	5	-1
CC(O)[C@H]1CNC(=S)N1CCc1cccc(F)c1 (some centres not stated)	-0.9	0	11	-6	-3	0.1	8	-6	4
CSc1ccccc1NC(=O)CN(C)C(=O)c1ccc2c(c1)OCCO2	1.7	-7	8	-2	-9	2.5	-37	8	-2
CSc1nc(-c2ccco2)nn1C(=O)c1ccccc1	-1.3	1	6	4	1	0.0	-2	-2	1
CCCn1c(SCC(=O)NCc2ccc3c(c2)OCO3)n[nH]c1=O	2.2	nt	4	1	-6	0.6	8	nt	nt
O=C(CNc1cccc(C(F)(F)F)c1)N/N=C/C1CCCCC1	5.1	4	11	3	-4	0.0	-23	-9	-2
COc1cc(Nc2nc3ccc(Cl)cc3n3cnnc23)cc(OC)c1OC	-1.4	-1	26	-3	-3	-0.1	-5	-2	1
O=C1CC[C@@H](CN(Cc2ccccn2)Cc2nc(-c3ccc(C(F)(F)F)cc3)no2)N1	1.0	-2	23	13	0	0.0	-2	-3	1
O=C(NC(NCc1cccnc1)C(Cl)(Cl)Cl)c1cccc2ccccc12 (configuration not stated)	0.1	1	1	-2	-2	0.0	-7	4	2
CNC(=O)CSc1nccn1Cc1ccc(Cl)cc1	1.3	1	0	2	-1	0.0	-1	-2	-3
COC(=O)CCC(=O)N1CCCC(C(=O)c2ccc(Cl)cc2C)C1 (configuration not stated)	4.6	5	-4	0	4	0.1	-9	-12	-3
CCNC(=O)CC1C(=O)N(c2ccc(C)cc2)C(=O)N1CCOC (configuration not stated)	-2.0	-1	-3	-5	-2	0.1	-2	-2	0
Cc1oc(-c2ccccc2F)nc1CS(=O)(=O)CC(=O)NCCCN1CCc2ccccc2C1	0.8	-3	10	-7	-2	-0.1	1&0	-2	-3
COc1cc2c(cc1O)CC[n+]1cc3c(OC)c(OC)ccc3cc1-2	-0.2	2	26	1	1	-0.2	0	-28	-3
Cc1ccc(S(=O)(=O)/N=c2\ccc(Cl)cn2C(F)F)cc1	0.1	-1	-4	2	-5	0.0	6	-4	-1
O=C(CSc1cccc[n+]1[O-])c1cc2ccccc2o1	1.0	-2	-1	10	4	0.2	-12	-1	-1
O=C(COC(=O)c1cc(-c2cccs2)nn1-c1ccccc1)Nc1cccc([N+](=O)[O-])c1	2.5	3	1	-13	8	0.0	4	20	3
Cc1ccc(NC(=O)c2cccc(NC3=NC4CS(=O)(=O)CC4S3)c2)cc1 (configuration not stated)	2.8	-3	5	-6	-5	0.0	28	9	0
Cc1c(C(N)=O)sc2ncn(CC(=O)NCCc3ccccc3)c(=O)c12	0.2	1	9	0	4	-0.3	0	-8	1
CC(Oc1ccccc1)C(=O)N=C1SC2CS(=O)(=O)CC2N1c1ccc(F)cc1 (configuration not stated)	3.2	-2	-2	4	-4	0.3	-16	-2	1

One compound at a time, as listed above. Screens in order: PP5 primary	CTSL1 counter	PREPL inh	LYPLA2 inh	PP1 counter	Efflux pump inh	GASC-1 inh	HCV core dimer	TPT1 inhibitor
COc1cc2c(cc1O)CC[n+]1cc3c(OC)c(OC)ccc3cc1-2 reads -0.2	2	26	1	1	-0.2	0	-28	-3
O=C(N/N=C/C1CC2C=CC1C2)c1ccccc1O (configuration not stated) reads 1.7	0	-2	-5	-7	0.3	-1	1	0

Further results:
SMILES	PP5 primary	CTSL1 counter	PREPL inh	LYPLA2 inh	PP1 counter	Efflux pump inh	GASC-1 inh	HCV core dimer	TPT1 inhibitor
CC(C)NC(=O)NNC(=O)c1cc(COc2cc(Cl)cc(Cl)c2)on1	-2.3	-2	9	6	-1	-0.1	-5	-8	-4
O=C(NC1CCSc2ccccc21)c1ccc(Cl)c(S(=O)(=O)N2CCOCC2)c1 (configuration not stated)	-1.9	2	4	4	-1	0.1	-8	3	-6
Cc1ccc(C(=O)c2cn[nH]c2-c2ccccc2O)cc1	-0.2	0	-6	-1	-3	0.0	5	-3	1
Cc1ccc(-n2c(SC3CCOC3=O)nc3ccccc3c2=O)cc1 (configuration not stated)	-0.8	0	-5	-4	-2	-0.1	-8	4	-6
Cn1nnnc1SCC(=O)Nc1cc(C(C)(C)C)nn1-c1ccccc1	-0.1	-1	-2	0	2	0.0	8	1	-2
COCCNC(=S)N1CCC(C(=O)c2ccc3c(c2)OCCO3)CC1	0.9	-5	4	1	-4	0.1	0	-4	-4
CN1C(=O)c2ccc(C(=O)Nc3nccs3)cc2C1=O	-0.4	6	12	3	-3	-0.2	-4	7	0
Cc1ccc2[nH]c(C(=O)N/N=C/c3ccccc3O)c(C)c2c1	2.7	2	8	5	6	0.1	4	-1	-1
CN(c1ccccc1)c1nc(N)c([N+](=O)[O-])c(Nc2cccc(F)c2)n1	3.8	0	1	-1	3	-0.1	5	2	-2
